Mm-Cpn inhibitor – Inhibitors of TCP-1 ring complex (TRiC) of Methanococcus maripaludis (MmCpn): qHTS; AID 504842, 2011; purified Mm-Cpn ATPase, ADP Transcreener TR-FRET; actives 0.031% (n = 330,000); Potency, µM (highest dose often 76.9 µM), for the others: at the highest dose activity, negative = inhibition, usual class: inhibitors; note: potency is the fitted concentration of half-maximal effect; % is set by controls: 0 for no effect and ±100 for the full control effect; nearly all actives have a fitted effect of over 80% in size
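25 nM Mm-CPN + cpd, 10 min 37°C; + 10 uM ATP, 30 min 37°C; buffer 30 mM Tris pH 7.4, 100 mM KCl, 5 mM MgCl2, 1 mM DTT; Transcreener ADP HTRF detection 30 min RT.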
HepG2 tox – qHTS for Inhibitors of TGF-b: Cytotox Counterscreen. HepG2 CAGA-GFP viability, ATP luminescence, 18 h. actives 0.76% (n = 410,000). Potency, µM (highest dose often 46.1 µM), for inactives: at the highest dose activity change, negative = cytotoxicity, most hits filed as cytotoxic; note: potency is the fitted concentration of half-maximal effect; some results filed as inactive show a strong effect at the top dose
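HepG2 CAGA-GFP cells (1000/well, DMEM with 1% FBS) received compound, then TGF-beta at 500 pg/mL final, and were incubated 18 hours at 37 degrees C. Viability was read by CellTiter-Glo luminescence. Media-only wells were set as complete cell-killing and DMSO as no toxicity.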
Nrf2 ARE act – qHTS of Nrf2 Activators | Potency, µM (top dose mostly 46.1 µM), inactives show at the highest dose activation, actives largely listed as activators | actives 0.31% (n = 410,000) | AREc32 ARE-luciferase reporter (MCF7-derived line), luminescence, 24 h; note: potency is the fitted concentration of half-maximal effect; % of control where 0% means no effect; nearly all actives have a fitted effect of over 65% in size
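ARE activation measured as luciferase luminescence (Steady-Glo, 30 min RT) in AREc32_Fluc cells after 24 hr compound exposure at 37 deg C, 5% CO2; cells seeded overnight at 1000/well in OPTI-MEM, 5% FBS.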
Nrf2 block – Nrf2 qHTS screen for inhibitors; A549 ARE-Fluc reporter, luciferase luminescence, 18-24 h; Potency, µM (titrated, usually from 46 µM), for the others: at the highest dose activity change, negative = inhibition, usual class: inhibitors; actives 2.1% (n = 360,000); AID 504444, 2011; note: potency is the fitted concentration of half-maximal effect; % is set by controls: 0 for no effect and ±100 for the full control effect; nearly all actives have a fitted effect of over 60% in size
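Cells were seeded and rested 2 h, then exposed to compounds for 18-24 h. CellTiter-Fluor was read first as a viability measure. BugLite was added 15 min before the final luminescent read of ARE-luciferase activity in A549 cells.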
A549 tox – Nrf2 qHTS screen for inhibitors: counterscreen for cytotoxicity | A549 ARE-Fluc cells, CellTiter-Fluor viability, 18-24 h | AID 504648, 2011 | actives 0.16% (n = 390,000) | Potency, µM (top dose mostly 46 µM), without a hit: at the highest dose activity change, negative = cytotoxicity, usual class: inhibitors; note: potency is the fitted concentration of half-maximal effect; % is set by controls: 0 for no effect and ±100 for the full control effect
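A549 ARE_Fluc cells in 5% FBS OPTI-MEM were exposed to compounds in concentration-response for 18-24 h at 37 deg C. Viability was read by CellTiter-Fluor fluorescence (Ex 405/Em 525) after 30 min, before the luciferase read.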
S2 tox – Viability Counterscreen for Primary qHTS for Inhibitors of ATXN expression; Potency, µM (series often up to 56.7 µM), actives largely listed as cytotoxic; S2 cells (HEK-293 line with an ATXN2-luciferase reporter) viability, CellTiter-Fluor protease fluorescence, 24 h; AID 651635, 2014; actives 0.49% (n = 400,000); note: potency is the fitted concentration of half-maximal effect; nearly all actives have a fitted effect of over 40% in size
CCT chaperon mod – High-Throughput Screening for Modulators of Cytosolic Chaperonin Activity; purified chaperonin ATPase assay, HTRF ADP detection, 30 min; activity change, % (concentration not given with the values), hits read low; actives 0.3% (n = 360,000); AID 651819, 2012; in the data active = activity change below about -30%; note: % is set by controls: 0 for no effect and ±100 for the full control effect
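We incubate TRiC, 40 or 20 nM final, with library compounds at 76 uM and 10 uM ATP for 30 min at 37 °C. ADP formed is detected with Transcreener HTRF reagents after 30 min at room temperature.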
TGFb inhibitor – qHTS for Inhibitors of TGF-b; Potency, µM (series often up to 46.1 µM), for the others: at the top dose activity, negative = inhibition, usual class: inhibitors; actives 1.2% (n = 410,000); HepG2 CAGA-GFP TGF-b/SMAD3 reporter, GFP fluorescence, 18 h; TGF-beta stimulated, 500 pg/mL final; note: potency is the fitted concentration of half-maximal effect; % is set by controls: 0 for no effect and ±100 for the full control effect; nearly all actives have a fitted effect of over 65% in size
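Inhibition was scored as loss of TGF-beta-induced (500 pg/mL final, 18 hours, 37 degrees C) GFP in HEPG2 cells carrying a CAGA-GFP reporter, in DMEM with 1% FBS. Well GFP was summed per cell; Activity was normalised to unstimulated and stimulated DMSO wells, then concentration-response fitting.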
Akt phos inh – HTS Assay for Inhibitors of Akt Phophorylation: Primary Screen; Neuro2A IGF-stimulated pAkt S473 HTRF, 20 min; active compounds read low; activity change, % for hits at 50 µM; actives 0.32% (n = 360,000); AID 651550, 2012; in the data active = activity change below about -80%; inconclusive = mostly about -51% to -80%; note: % is set by controls: 0 for no effect and ±100 for the full control effect
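Neuro2A cells in DMEM with 0.5% FBS, overnight at 37 deg C, given compound at single 50 µM final, then IGF (6 nM final) for 20 min at 37 deg C. Lysed; phospho-Akt Ser473 by HTRF after 24 h, 665/615 ratio.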
* hit, by the source's call; i = inactive; ? = inconclusive; / = not tested or not shown; [ ] = another dose, or the depositor's remark. Unless noted, calls come from the whole dose curve; as a rule, active = well fitted curve in the direction sought with a large enough effect; inconclusive = small, poorly fitted or top-dose-only effect, or another doubt; inactive = no such curve, though single readings can be large; an effect the other way counts as inactive or inconclusive.

SMILES	Mm-Cpn inhibitor	HepG2 tox	Nrf2 ARE act	Nrf2 block	A549 tox	S2 tox	CCT chaperon mod	TGFb inhibitor	Akt phos inh
CCCCN(C(=O)c1cc2c(s1)CCC2)c1c(N)n(CCCC)c(=O)[nH]c1=O	1%	-2%	-0.2%	4%	-3%	i	-2.6	-4%	i
CCOC(=O)c1c[nH]c2c(Cl)ccc(Cl)c2c1=O	-6%	-33%	10%	/	28%	i	-1.0	20%	i
CO/N=C(\c1nonc1N)N1CCN(c2ccc([N+](=O)[O-])cc2Cl)CC1	0%	-20%	0.1%	?	-10%	i	-1.6	-16%	i
Cn1ccc2c(-c3cccnc3)cc3c(c21)C1CCC3C1 (stereo unspecified)	/	4%	0.5%	/	/	i	-1.2	-2%	i
CCOc1ccc(-c2cc(C(=O)NN=C3CCN(C)CC3)[nH]n2)cc1	0%	-4%	0.3%	?	-5%	i	2.2	1%	i
CCCCCCCCCCCCN1[C@@H](CC(=O)OC)c2cc(F)cc(F)c2S1(=O)=O	/	-16%	-0.6%	14%	13%	i	0.8	1%	i
NS(=O)(=O)c1ccc(NNC(=O)c2ccc(F)cc2F)cc1	0%	7%	0.0%	4%	1%	?	1.7	-7%	i
CCCOc1ccc(CNC(=O)c2ccc(-n3c(C)cc4c3CCC(C)C4)cc2)cc1 (stereo unspecified)	/	-38%	21%	12%	4%	i	/	-8%	/
Cc1cccc(NC(=O)CCc2ccc(N3C(N)=NC(N)=NC3(C)C)cc2)c1	/	-52%	-1.7%	/	/	i	1.8	-8%	i
CCOC(=O)c1sc(NC(=O)C2CC2)nc1C	0%	-11%	9.7%	15%	-2%	i	2.6	-20%	i
COc1ccc(C(=O)OCC(=O)c2ccc(Cl)s2)c(OC)c1OC	-14%	3%	0.7%	21%	1%	i	-0.6	39%[activator]	i
CC1=[N+](C)N(c2ccccc2)C(=O)C1N=Cc1c(Cl)cccc1Cl (stereo unspecified)	-1%	3%	-2.2%	2%	-2%	i	-1.2	-2%	i
O=C(COC(=O)CSc1ccc(Cl)cc1)Nc1ccccc1	-1%	-4%	-2.1%	?	?	i	-0.9	-2%	i
COc1ccccc1CNc1nc(NCc2cccc(OC)c2OC)c2sccc2n1	/	-72%	3.6%[9.22 µM]	/	/	?	-1.5	?	i
Nc1cc(C(F)(F)F)ccc1Nc1ccccc1	1%	5%	6.2%	9%	17%	i	1.4	-17%	i
COC(=O)C1=C(N)Oc2cc(C)[nH]c(=O)c2C1c1cccnc1 (stereo unspecified)	-1%	-23%	-0.3%	0%	-10%	i	-0.9	5%	i
COc1ccccc1C(=O)Nc1c(C)n(C)n(-c2ccccc2)c1=O	4%	4%	0.2%	-5%	-2%	i	4.7	5%	i
O=C(O)CN1C(=O)/C(=C/C=C/c2ccccc2)SC1=S	0%	12%	0.1%	5%	?	i	0.6	20%	i
CCCCC1CC(=O)NC1(C(=O)OCC)C(=O)OCC (stereo unspecified)	/	4%	-0.8%	-13%	0%	i	-0.9	-17%	i
NS(=O)(=O)c1ccc(NC(=O)CCC2CCCCC2)cc1	-3%	-40%	0.2%	0%	-1%	i	-0.7	-2%	i

Entries of single compounds, looked up by structure. Values in the order: Mm-Cpn inhibitor, HepG2 tox, Nrf2 ARE act, Nrf2 block, A549 tox, S2 tox, CCT chaperon mod, TGFb inhibitor, Akt phos inh
Entry for CCCOc1ccc(CNC(=O)c2ccc(-n3c(C)cc4c3CCC(C)C4)cc2)cc1 (stereo unspecified) = /, -38%, 21%, 12%, 4%, i, /, -8%, /
Entry for CC1=[N+](C)N(c2ccccc2)C(=O)C1N=Cc1c(Cl)cccc1Cl (stereo unspecified) = -1%, 3%, -2.2%, 2%, -2%, i, -1.2, -2%, i

Back to the main list, repeating the two entries before the break.
SMILES	Mm-Cpn inhibitor	HepG2 tox	Nrf2 ARE act	Nrf2 block	A549 tox	S2 tox	CCT chaperon mod	TGFb inhibitor	Akt phos inh
CCCCC1CC(=O)NC1(C(=O)OCC)C(=O)OCC (stereo unspecified)	/	4%	-0.8%	-13%	0%	i	-0.9	-17%	i
NS(=O)(=O)c1ccc(NC(=O)CCC2CCCCC2)cc1	-3%	-40%	0.2%	0%	-1%	i	-0.7	-2%	i
N/C(Cc1cccs1)=N\OC(=O)COc1ccccc1	3%	-14%	0.1%	?	-4%	i	0.4	-1%	i
CCOc1ccc2nc(SCc3cccc(C)c3)nc(C)c2c1	-5%	2%	2.4%	?	3%	i	1.1	0%	i
O=C(NCc1nc2ccccc2[nH]1)C1CCCCC1	-6%	12%	0.0%	9%	10%	i	-0.2	9%	i
O=C1CCC([N+](=O)[O-])C(c2ccc(C(F)(F)F)cc2)N1 (stereo unspecified)	/	17%	0.3%	6%	-4%	i	1.4	-1%	i
N#C/C(=C\c1ccco1)C(=O)Nc1cccc2ncccc12	1%	-4%	?	3%	-7%	i	1.4	5%	i
O=C(NNC(=O)c1ccc2nonc2c1)Nc1ccc(Cl)cc1	-1%	-4%	3.1%	-2%	-8%	i	3.6	?	i
COCCN(Cc1ccccc1)C(=O)C1CCN(C(=O)Nc2ccccc2)CC1	-2%	-3%	-1.3%	-4%	2%	i	-0.6	-1%	i
O=C(CCc1nc2ccccc2c(=O)[nH]1)Nc1cc(Cl)ccc1N1CCCCC1	0%	-9%	-1.2%	-7%	2%	?	1.9	-1%	i
Cc1ccc(C)c(N2CCN(C(=O)NCc3noc4ccccc34)CC2)c1	/	-26%	5.1%	?	-1%	i	/	-9%	/
CSc1ccc(C(=O)Nc2cc(S(=O)(=O)N3CCOCC3)ccc2N2CCOCC2)cc1[N+](=O)[O-]	/	-25%	0.1%	-4%	-1%	?	0.8	-1%	i
O=C(CCc1c[nH]c2ccccc12)NCc1ccc2c(c1)OCO2	1%	-4%	0.2%	-15%	0%	i	0.9	12%	i
CCOC(=O)C(NC(=O)CC)(N1CCc2ccccc2C1)C(F)(F)F (stereo unspecified)	1%	-2%	0.2%	-13%	-3%	i	-1.9	3%	i
CCn1c(SCC(=O)Nc2cccc(C)n2)nnc1-c1ccco1	3%	0%	-0.4%	-24%	-4%	i	-10	-10%	i
Cc1ccc(S(=O)(=O)N2CCC(C(=O)OC(C)C(=O)NCc3ccccc3)CC2)cc1C (stereo unspecified)	-5%	-25%	-0.2%	1%	-4%	i	-7.1	0%	i
CNc1cncc(C(=O)O)c1	0%	3%	0.2%	2%	-27%	i	-1.6	1%	i
CCOCCCNC(=S)N1CCN(Cc2ccc3c(c2)OCO3)CC1	-1%	-26%	0.0%	-17%	1%	i	-1.2	-9%	i
CC(=C/c1ccccc1)/C=N/n1cnnc1	0%	1%	-0.5%	5%	-5%	/	-0.9	-9%	/
O=C(CN(C(=O)CCC(=O)Nc1nccs1)c1ccc2c(c1)OCO2)NCC1CCCO1 (stereo unspecified)	0%	18%	-1.1%	/	7%	i	0.6	0%	i
Cc1ccc(N=C2SC(C(=O)O)CC(=O)N2C)cc1C (stereo unspecified)	1%	0%	0.3%	0%	-3%	i	-0.3	-5%	i
CC(=O)c1ccc(NC(=O)CSc2nnc(C3CC3)n2C2CC2)cc1	-1%	-3%	1.9%	?	3%	i	2.9	0%	i
CCNC(=O)C1(C)CCN(Cc2ccccc2-c2ccccc2)C1 (stereo unspecified)	/	-6%	-0.9%	/	/	i	-1.0	-2%	i
c1ccc2c(c1)OCCOCCOCCOCCOc1ccccc1OCCOCCOCCO2	0%	-26%	-1.1%	-10%	-1%	i	-0.3	?	i
CC(C)(C)n1nnnc1C(c1ccc2ncccc2c1)N1CCSCC1 (stereo unspecified)	-19%	0%	2.0%	9%	9%	i	-6.5	-12%	i
COc1ccc(NC(=O)N2CCN(CCC#N)CC2)cc1	0%	6%	-0.5%	10%	-2%	i	0.2	0%	i
COc1ccc(-n2c(SCc3ccccc3F)nc3c([nH]c4ccccc43)c2=O)cc1OC	/	-23%	6.3%	/	-13%	i	/	?	/
Cc1cccc(N2C(=S)NC3c4cc(Cl)ccc4OC2(C)C3C(=O)N(C)C)c1 (stereo unspecified)	1%	45%	0.2%	-20%	-1%	i	-2.2	-8%	i
O=C(NC(=O)c1ccccc1)C1=C(N2CCCC2)COC1=O	3%	-3%	-3.6%	8%	5%	i	-0.7	-1%	i
O=C(O)C(Oc1ccc2c(-c3ccccc3)cc(=O)oc2c1)c1ccccc1 (stereo unspecified)	1%	6%	0.2%	-3%	3%	i	-0.5	-1%	i
Cc1ccc(/C=C2\SC(=S)N(CCC(=O)NCCCN3CCOCC3)C2=O)cc1	-1%	-51%	?	?	15µM*	?	-0.6	-10%	i
Cc1nc(C(=O)N2CCCC(Nc3ccc(C)c(C)c3)C2)cs1 (stereo unspecified)	1%	2%	-0.8%	-7%	0%	i	-4.5	-7%	i
CCNC(=O)C1(C)CCN(C(=O)c2ccc(OC(F)F)cc2)C1 (stereo unspecified)	/	-7%	0.3%[9.22 µM]	/	/	i	0.8	4%	i
Cc1ccc(C)c(Cn2c(=O)n(Cc3ccccc3)c(=O)c3sc4ccccc4c32)c1	/	0%	-1.3%	-7%	5%	i	/	18%	/
COc1ccc(N(Cc2cc3cc(OC)ccc3[nH]c2=O)S(C)(=O)=O)cc1	1%	-20%	3.2%	3%	-5%	i	1.3	-20%	i
O=C(NC(=S)NNC(=O)c1cc2ccccc2cc1O)c1ccco1	-1%	-3%	0.1%	-16%	-1%	i	-6.0	0%	i
C/C=C/c1ccc(OCC(=O)OCC(=O)Nc2c(C)nn(-c3ccccc3)c2C)c(OC)c1	1%	0%	-0.1%	5%	2%	i	-3.0	-22%	i
